High-throughput results as filed in PubChem BioAssay.
M1 PAM parental – counter-screen for M1 PAMs: effect in parental CHO-K1 cells; 360,000 compounds, 0.02% hits; activation, % at 3 µM; AID 602247; ATP EC20, Fluo-8 calcium fluorescence; 0% at ATP EC20, 100% at ATP max;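 active = activation above the run cutoff, the mean activation of all test compounds plus 3 SD, cut at about 40% in these data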;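 also: peak over basal fluorescence ratio in a 140 s read after ATP addition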
CHO-K1 Ca ag – nonselective activator or artifact in parental CHO-K1 cells | Fluo-8 calcium fluorescence; scaled to maximal ATP response, vehicle zero | activation, % at 3 µM | 360,000 compounds, 0.48% hits; in the data active = activation above about 15%;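 also: untransfected CHO-K1 host cells lacking M1 receptor as counterscreen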
TAAR1 antagonist – human TAAR1 antagonism | Q96RJ0 | CHO RD-HGA16 TAAR1, Fluo-8 calcium fluorescence, antagonist | inhibition, % at 3 µM | 360,000 compounds, 1.5% hits;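 active = inhibition above a per-plate cutoff, the mean inhibition of test compounds on that plate plus 3 SD, cut at about 49% in these data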;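 also: 0% = DMSO plus EC80 beta-PEA response and 100% = DMSO alone without agonist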
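Test system: hTAAR1-expressing CHO RD-HGA16 cells, Gα16-coupled; Probe or stimulus: EC80 β-phenethylamine stimulus; Compound dosing: single nominal final test compound concentration of 3 µM; Timing: 140 s kinetic read after compound, 140 s after agonist; Signal: Fluo-8 calcium-sensitive fluorescence; Measure: % inhibition of agonist calcium response; Controls: DMSO and EC80 PEA controls.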
CHO parental Ca – counter-screen: ATP calcium response change in parental CHO cells; parental CHO-K1, ATP-induced calcium, Fluo-8 fluorescence; inhibition, % at 5.6 µM; 330,000 compounds, 0.63% hits;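 active = inhibition above that plate's mean sample inhibition plus 3 SD, cut at about 26% in these data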;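 also: 0% = ATP-challenged DMSO wells and 100% = DMSO wells without ATP; some compounds past the cut are filed as inactive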
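Assay system: untransfected parental CHO cell line. Also added: ATP agonist challenge. Dosing: one dose, 5.6 µM nominal. Measured by: Fluo-8 fluorescence. Read-out: % inhibition. Benchmarks: ATP wells versus no-ATP DMSO wells. Repeats: no replicates.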
V1aR counter – activates human V1a receptor in oxytocin agonist counter-screen; P37288; CHO-V1R cells, Fluo-8 calcium fluorescence, agonist mode; 0% DMSO, 100% 3 nM vasopressin; activation, % at 3 µM; 320,000 compounds, 0.25% hits; AID 2797;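 active = activation above the mean activation of all tested compounds plus 3 SD, per screening run, cut at about 20% in these data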;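 also: signal is peak over basal fluorescence ratio across a 100 second FLIPR read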
Target sequence (P37288 whole entry, looked up): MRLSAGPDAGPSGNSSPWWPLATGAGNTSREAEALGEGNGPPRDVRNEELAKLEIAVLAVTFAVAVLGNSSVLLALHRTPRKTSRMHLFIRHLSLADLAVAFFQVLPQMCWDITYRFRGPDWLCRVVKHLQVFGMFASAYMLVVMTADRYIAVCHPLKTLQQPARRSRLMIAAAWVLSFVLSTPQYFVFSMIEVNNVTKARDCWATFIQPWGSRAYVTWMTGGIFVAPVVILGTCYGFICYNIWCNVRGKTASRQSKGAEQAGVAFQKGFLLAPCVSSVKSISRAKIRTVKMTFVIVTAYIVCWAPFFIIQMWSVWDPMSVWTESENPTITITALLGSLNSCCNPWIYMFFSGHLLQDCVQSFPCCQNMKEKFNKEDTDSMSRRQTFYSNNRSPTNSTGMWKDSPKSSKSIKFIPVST
TAAR1 agonist – human TAAR1 agonism; Q96RJ0; 360,000 compounds, 0.99% hits; activation, % at 3 µM; CHO RD-HGA16 TAAR1, Fluo-8 calcium fluorescence; vehicle wells 0%, saturating PEA agonist 100%;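 active = activation above the mean activation of all test compounds in the run plus 3 SD, cut at about 38% in these data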
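Benchmarks: low control DMSO, high control PEA (EC100); System: CHO RD-HGA16 cells carrying human TAAR1 plus Gα16; Detection: Fluo-8 fluorescence, 5 s baseline then 140 s kinetic read; Schedule: 17-24 h plating, Fluo-8 75 min 37 °C, 30 min RT; Read-out basis: % activation from peak over basal fluorescence ratio, DMSO-to-PEA scaled.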
OXTR potentiate – potentiates the human oxytocin receptor response. AID 2445. CHO-OTR cells, Fluo-8 calcium fluorescence, potentiator mode; 0% = oxytocin EC15, 100% = EC100. P30559. 320,000 compounds, 0.061% hits. activation, % at 3 µM;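 active = activation above that plate's cutoff, the mean activation of tested compounds plus 3 SD, cut at about 6.6% in these data, passing the limit was not always enough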;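 also: 100% uses oxytocin at 75 nM as the full agonist control; some results filed as inactive read as strong as hits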
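Assay system: CHO-OTR cells, human receptor / Also added: oxytocin at about EC15, sub-maximal agonist stimulus / Dosing: single dose, 3.0 µM nominal final compound concentration / Incubation: 6 min pre-incubation, 100 s read / Technique: Fluo-8 calcium dye fluorescence / Read-out: % activation vs EC15 and EC100 oxytocin / Benchmarks: EC15 oxytocin low, 75 nM oxytocin high / Replicates: singlicate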
CHO-K1 Ca antag – M1 antagonist counterscreen hit in parental CHO-K1 cells; ATP-induced calcium, Fluo-8 fluorescence; inhibition, % at 3 µM; 360,000 compounds, 0.6% hits; AID 602250;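 active = inhibition above a per-plate cutoff, the plate's mean sample inhibition plus 3 SD, cut at about 24% in these data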;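 also: 0% = DMSO plus EC80 ATP and 100% = DMSO alone without ATP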
CHRM1 agonist – human M1 muscarinic receptor agonism; P11229; CHO-K1 hM1, Fluo-8 calcium fluorescence, agonist mode; 0% DMSO, 100% acetylcholine EC100; activation, % at 3 µM; 360,000 compounds, 0.33% hits; AID 588814;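 active = activation above the run's mean compound activation plus 3 SD, cut at about 16% in these data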;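 also: peak over basal fluorescence ratio within a 140 s kinetic read after compound addition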
Target sequence (P11229 whole entry, looked up): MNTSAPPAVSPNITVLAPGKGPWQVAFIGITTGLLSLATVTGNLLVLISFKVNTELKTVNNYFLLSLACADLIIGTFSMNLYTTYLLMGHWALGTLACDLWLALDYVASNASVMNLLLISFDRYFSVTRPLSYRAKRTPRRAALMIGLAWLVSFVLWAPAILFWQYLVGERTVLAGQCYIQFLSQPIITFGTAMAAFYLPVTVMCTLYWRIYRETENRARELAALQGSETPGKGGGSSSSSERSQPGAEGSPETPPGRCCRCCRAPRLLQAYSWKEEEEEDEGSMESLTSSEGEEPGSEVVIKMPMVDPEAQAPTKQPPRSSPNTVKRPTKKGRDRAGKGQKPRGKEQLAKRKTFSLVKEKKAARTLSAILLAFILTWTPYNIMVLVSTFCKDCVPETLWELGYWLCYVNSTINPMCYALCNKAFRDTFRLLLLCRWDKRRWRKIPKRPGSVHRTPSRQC
Starred values were filed as active, the others as inactive; nt = no result given.

Structure,M1 PAM parental,CHO-K1 Ca ag,TAAR1 antagonist,CHO parental Ca,V1aR counter,TAAR1 agonist,OXTR potentiate,CHO-K1 Ca antag,CHRM1 agonist
Cn1c(SCC(=O)N2CCOCC2)nc2sc3c(c2c1=O)CCCC3,-2,0.2,1,-13,0.5,12,-2,5,-6
CN(C)/C=N/c1ncnc2c1cnn2-c1ccc(C(F)(F)F)cn1,-8,0.1,-36,nt,nt,-2,nt,8,-4
Cc1cccc(OCc2nc3ccccc3n2C)c1,7,0.6,10,-8,0.2,0,-3,-7,-2
COc1cc(/C=N/N=C2/C(=O)Nc3ccccc32)cc(OC)c1O,16,11,10,-4,0.8,4,-10,-9,-3
COc1ccc(OC)c(CN2CCC(C(=O)N(C)CCc3ccc(OC)c(OC)c3)CC2)c1,-7,0.0,4,-10,-0.7,3,-11,2,-3
COC(=O)[C@]12CCCCC=C1N(CCC1=CCCCC1)C(=O)[C@H](CC(=O)NCCc1ccccc1OC)C2,1,12,40,nt,nt,34,nt,11,nt
CCOC(=O)N1CCN(S(=O)(=O)c2ccc3[nH]c(=O)sc3c2)CC1,10,2.2,4,-8,5.8,10,-17,-1,0
CC(C)(C)N(CC#CCC(O)(c1ccccc1)C1CCCC1)CCO (configuration not stated),-5,0.3,-1,-16,1.0,14,-1,11,-14
Cc1nnc(SCCn2c(N3CCCCCC3)nc3c2c(=O)[nH]c(=O)n3C)s1,-5,0.1,8,-16,0.0,1,-2,-11,-4
Nn1c(SCC(=O)NCCCc2ccccc2)nnc1-c1cccnc1,21,0.8,-15,9,-0.5,1,-9,-21,-5
COc1ccc(-n2nc3c(c2NC(=O)C24CC5CC(CC(C5)C2)C4)CS(=O)C3)cc1 (configuration not stated),8,0.7,-9,-7,-0.3,1,-5,-13,-2
N#Cc1ccc(C(=O)Nc2cccc(S(=O)(=O)NC3=NCCC3)c2)cc1,13,0.8,11,3,0.0,9,-5,-13,-1
Cc1cc(C(=O)NCCc2ccc(S(N)(=O)=O)cc2)c(C)o1,-4,-0.6,-18,15,1.2,3,-2,0,2
CN1CCc2c(sc3c2C(=O)NC(c2ccccn2)N3)C1 (configuration not stated),11,2.3,-2,-6,1.9,17,-1,-4,-4
COc1ccc(NC(=O)c2ccc3c(c2)N(C)CCS3)cc1,-8,4.5,5,-1,-0.7,1,-3,15,-4
CCOC(=O)C1=C(CC)Nc2ccccc2N=C1NC(=O)c1cccc(S(=O)(=O)N2CCCC2)c1,18,0.5,10,-8,-0.1,8,-6,-5,-4
O=C(CN(C(=O)CCC(=O)Nc1ccccn1)c1cccc(F)c1)NCc1ccc(F)cc1,13,2.1,5,-20,5.0,1,-6,-16,1
COc1ccc(NC(=S)N2CCC(N(C)CC3CCCO3)CC2)cc1 (configuration not stated),19,0.0,-10,-4,1.3,4,4,-1,-5
CCCCCCSc1ccc(-c2nc3ccc(C)cn3c2NCCCC)cc1OC,7,0.8,-16,nt,nt,-1,nt,-17,nt
CCNc1nc(NC(C)C)nc(Oc2ccc(OCCOc3ccc(C)cc3)nn2)n1,-5,1.2,9,-16,0.2,0,0,-22,-5

The listing continues:
Structure,M1 PAM parental,CHO-K1 Ca ag,TAAR1 antagonist,CHO parental Ca,V1aR counter,TAAR1 agonist,OXTR potentiate,CHO-K1 Ca antag,CHRM1 agonist
COc1cccc(NC(=O)CN(C)C(=O)c2cccc(S(=O)(=O)N3CCN(c4ccc(F)cc4)CC3)c2)c1,-10,2.6,28,-6,3.6,5,-14,3,0
CC1=Nc2nc(N3CCCCCC3)c(C#N)c3c4c(nc(c23)N1)N(c1ccc2ccccc2c1)C(=O)C4,14,0.3,nt,-14,0.0,nt,-11,-8,-3
COc1cc(/C=N/NC(=O)c2ccc(NC(=O)C3CCCCC3)cc2)ccc1O,13,1.2,-11,nt,nt,2,nt,-4,-2
COc1ccccc1NC(=O)c1cc(S(=O)(=O)N2CCC3(CC2)OCCO3)ccc1F,3,0.3,nt,-24,0.8,nt,7,-2,-5
O=C(c1cc(Br)ccc1Cl)N1CCCC1,27,0.6,8,2,1.0,2,-14,-16,-2
O=[N+]([O-])c1ccc(/C=N/Nc2ccnc3cc(Cl)ccc23)o1,15,2.3,8,2,4.5,5,-11,-8,-2
Cc1ccnc(NC(=O)C2CC(=O)N(Cc3ccccc3)C2)c1 (configuration not stated),1,3.0,-27,-2,-0.1,4,-8,-15,-2
COc1ccc([N+](=O)[O-])cc1NC(=O)COC(=O)C=C(C)C,2,2.4,-19,2,0.5,-1,-1,-7,-4
O=C(Nc1ccc2c(c1)CCC2)c1cnc(Cl)c(Cl)c1,8,6.7,10,-13,-1.1,2,-17,-16,-5
COc1ccc(NC(=O)CN2C(=O)c3cccc4cccc2c34)c(OC)c1,14,0.9,6,-16,0.7,4,-1,-13,-4
Nc1nnc(SCc2cccnc2)s1,20,0.2,7,-4,-0.2,7,4,-10,-2
C=CCN(CC=C)C(=O)c1cccc(S(=O)(=O)N2c3ccccc3CC2C)c1 (configuration not stated),17,5.3,-2,-28,0.9,-1,-8,-12,-1
CCOC(=O)N1CCN(C(=O)Cc2ccc(Cl)cc2)CC1,10,0.1,12,-18,-0.1,10,-9,-7,-2
Cc1c(NC(=O)COc2cccc(Br)c2)c(=O)n(-c2ccccc2)n1C,5,0.4,-2,-13,1.9,2,-12,3,-11
CCCn1c(N)c(C(=O)CSc2ncn[nH]2)c(=O)n(C)c1=O,13,1.0,-9,-6,0.7,2,9,-17,9
COC(=O)c1cccc(-n2nnnc2SCC(=O)Nc2nc3c(s2)CCCC3)c1,8,2.6,15,-5,4.8,-4,-7,-6,-2
O=C(NC1CCS(=O)(=O)C1)c1cccc(Br)c1 (configuration not stated),-22,-0.7,-16,13,0.9,1,0,21,-2
CSc1ccc(S(=O)(=O)NCCSC(C)(C)C)cc1,19,10,0,-9,1.1,0,-10,-7,-4
Cc1cccc(NC(=O)c2cc(-c3cc(Cl)ccc3O)n[nH]2)c1,10,0.8,nt,1,1.1,nt,-11,-4,-2
Cc1cc2ncn(C3CC(=O)N(C)C3=O)c2cc1C (configuration not stated),7,-0.1,-19,0,-0.1,4,-3,-7,-5

The results go on.
Structure,M1 PAM parental,CHO-K1 Ca ag,TAAR1 antagonist,CHO parental Ca,V1aR counter,TAAR1 agonist,OXTR potentiate,CHO-K1 Ca antag,CHRM1 agonist
COc1ccc(OC)c(/C=N/N2CCN(c3ccc(Cl)cc3)CC2)c1,-10,0.0,-24,-7,0.4,4,-12,-1,-2
COc1cc([N+](=O)[O-])ccc1NC(=S)Nc1cccc(C(=O)O)c1,-6,0.2,-25,-9,0.9,0,-4,5,-4
Cc1ccc(-c2cc(C(=O)N3CCCC(C(F)(F)F)C3)c3ccccc3n2)o1 (configuration not stated),-16,1.2,14,-35,-1.5,9,-12,7,-4
c1cncc(C(c2nnnn2C2CCCCC2)N2CCCCC2)c1 (configuration not stated),12,0.8,-15,-7,0.4,0,-19,-6,-6
COc1ccc(-c2csc(NC(=O)CN3C(=O)CCC3=O)n2)cc1,1,-0.4,14,-4,-0.2,5,2,-9,-2
O=C(O)c1cccc(S(=O)(=O)NCC2CCCO2)c1 (configuration not stated),23,0.4,10,-1,0.7,12,-12,-10,-2
COC(=O)c1ccc(C(C(=O)NC2CCCCC2)N(CCc2ccccc2)C(=O)Cc2cccs2)cc1 (configuration not stated),22,0.7,4,-7,0.8,2,-3,-17,-5
O=C(Cn1cnc2ccccc2c1=O)OCCCCN1C(=O)c2ccccc2C1=O,-1,2.5,15,-9,3.6,12,-4,-9,-5
CCc1cc2c(=O)c(-c3nc4ccccc4[nH]3)coc2c(CN2CCCCC2C)c1O (configuration not stated),7,3.4,31,-14,-0.7,5,3,-3,-1
CC1(C(=O)NS(=O)(=O)Cc2cccc(Cl)c2)CCN1C(=O)C1(c2ccc(Cl)cc2)CC1 (configuration not stated),18,2.6,-15,nt,nt,5,nt,-11,-1
O=C(c1ccccc1)N1CCCCC(Cl)C1=O (configuration not stated),-10,0.4,-1,0,0.0,1,-2,6,-6
CCn1c(=O)cc(SCC(=O)N2CCN(C3CCCCC3)CC2)c2ccccc21,-7,0.8,11,-9,1.5,1,1,-12,-12
O=C(/C=C/c1cccs1)NC(=S)Nc1ccccc1,-8,-0.2,2,13,-0.2,1,-11,4,-3
COc1cc(C(C)=O)ccc1OCC(O)CN1CCN(c2cc(C)cc(C)c2)CC1 (configuration not stated),-4,3.8,4,-12,5.2,5,-5,-3,-8
COc1cc(C(=O)Oc2ccccc2/C=N/NC(=O)c2ccc(Cl)cc2Cl)cc(OC)c1OC,1,0.0,-23,-13,1.0,4,-13,-7,-4
c1ccc(-c2noc(C3CCC3)n2)nc1,-4,0.2,-11,4,-0.1,4,-5,-3,0
CCCCN1C(=O)C(=Nc2cccc3cnccc23)c2ccccc21,-5,0.5,-4,-12,-1.0,0,-4,-16,-1
COc1ccc(NC(=O)c2ocnc2C)cc1OC,17,0.3,nt,-4,0.8,nt,0,-17,-3
CC(C)=CCC[C@](C)(O)C1CC[C@]2(C)C1[C@H](O)CC1[C@@]3(C)CC[C@H](O[C@@H]4O[C@H](CO)[C@@H](O)[C@H](O)[C@H]4O[C@@H]4O[C@H](CO)[C@@H](O)[C@H](O)[C@H]4O)C(C)(C)C3CC[C@]12C (some centres not stated),-8,-0.4,26,-2,38*,18,-12,-2,2
COC(=O)C1CCN(C(=O)/C=C/c2ccc(OC)cc2)CC1,3,0.6,4,0,0.5,-1,-17,-4,-2

Next results follow:
Structure,M1 PAM parental,CHO-K1 Ca ag,TAAR1 antagonist,CHO parental Ca,V1aR counter,TAAR1 agonist,OXTR potentiate,CHO-K1 Ca antag,CHRM1 agonist
COc1ccc(Cl)cc1N(CC(=O)Nc1ccccc1SC)S(C)(=O)=O,-2,0.4,-6,-12,-0.4,5,-16,0,-4
CCc1ccc(C(=O)CSc2n[nH]c(-c3ccncc3)n2)cc1,13,6.0,-13,-6,5.2,8,-4,-19,-5
O=C(Nc1ccc(-c2nc3ccccc3[nH]2)cc1)c1cccc(N2C(=O)CCC2=O)c1,17,0.5,37,-5,-0.8,2,-4,-4,-5
COCn1ccnc1C(=O)c1ccco1,-10,-0.3,-11,nt,nt,3,nt,9,-5
CC1CC1C(=O)Nc1ccc(-c2ccccc2)cc1 (configuration not stated),15,0.9,15,-2,-0.1,3,-5,-3,-9
Cc1cc(=O)[nH]c(NCc2ccccc2)n1,12,0.0,-14,1,-0.3,2,-4,-3,-1
O=C(NCc1ccccc1)Nc1cccn(Cc2c(F)cccc2Cl)c1=O,18,0.7,15,3,-0.5,7,-3,-18,-2
